SKN-1 inh – inhibitors of C. elegans SKN-1; inhibition, % at 21.8 µM; AID 624304; 360,000 compounds, 0.49% hits; C. elegans VP596 Pgst-4::GFP/RFP ratio, acrylamide-induced, 24 h;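 active = interference check ratio from 0.5 to 1.5 plus GFP to RFP signal ratio inhibition reaching or exceeding a fixed threshold, cut at about 30% in these data, passing the limit was not always enough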; also: some compounds called inactive have numbers as strong as hits
MT1-MMP act inh – blocks activation of human MT1-MMP; P50281; HT1080 RFP-PRO-GFP cells, GFP/RFP ratio fluorescence, overnight; percent of plate control window, DMSO zero; GFP/RFP ratio change, % at 20 µM; 360,000 compounds, 0.061% hits; AID 651647;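 active = GFP/RFP ratio change of at least 30% with cell ATP level not reduced by more than half and red fluorescence within 50% of control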; also: strong numbers were not always called active
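Assay system: HT1080 RFP-PRO-GFP cells | Dosing: 20 µM single dose, 1% DMSO | Incubation: Cells overnight before dosing, compound overnight, 37 °C, 5% CO2 | Evaluation: GFP/RFP fluorescence ratio | Control set: DMSO-only wells and HT1080 RFP-L50D-GFP cell wells as references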
MLLE-PAM2 inh – blocks PAM2 peptide binding to the PABP1 MLLE domain; 360,000 compounds, 0.36% hits; AID 588489; GST-MLLE / FITC-PAM2 fluorescence polarization; inhibition, % at 20 µM; P11940; in the data active = inhibition above about 35%, passing the limit was not always enough;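 also: plate controls were DMSO wells with GST-MLLE for no effect and wells lacking GST-MLLE protein for full effect; some results filed as inactive read as strong as hits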
FAS-TE inh – FAS thioesterase (human) inhibition; P49327; recombinant FAS-TE, OMFH fluorogenic substrate, fluorescence endpoint; inhibition, % at 15 µM; 360,000 compounds, 0.67% hits;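 active = compounds whose normalised, plate-corrected inhibition of enzyme fluorescence in the single-dose primary screen is 50% or more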;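 also: 0% = DMSO with enzyme and 100% = substrate without enzyme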
Neddyl block – blocks human cullin neddylation. P61081+Q13564. TR-FRET cullin neddylation, biochemical. calls only at 25 µM. 360,000 compounds, 0.58% hits. AID 651699; in the data active = inhibition above about 36%
Target sequence (P61081 whole entry, looked up): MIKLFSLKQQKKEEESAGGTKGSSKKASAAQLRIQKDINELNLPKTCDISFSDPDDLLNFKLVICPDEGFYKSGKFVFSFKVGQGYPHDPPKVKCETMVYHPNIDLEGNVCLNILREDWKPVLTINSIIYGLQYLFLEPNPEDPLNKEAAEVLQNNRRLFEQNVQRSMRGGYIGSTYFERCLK
Target sequence (Q13564 whole entry, looked up): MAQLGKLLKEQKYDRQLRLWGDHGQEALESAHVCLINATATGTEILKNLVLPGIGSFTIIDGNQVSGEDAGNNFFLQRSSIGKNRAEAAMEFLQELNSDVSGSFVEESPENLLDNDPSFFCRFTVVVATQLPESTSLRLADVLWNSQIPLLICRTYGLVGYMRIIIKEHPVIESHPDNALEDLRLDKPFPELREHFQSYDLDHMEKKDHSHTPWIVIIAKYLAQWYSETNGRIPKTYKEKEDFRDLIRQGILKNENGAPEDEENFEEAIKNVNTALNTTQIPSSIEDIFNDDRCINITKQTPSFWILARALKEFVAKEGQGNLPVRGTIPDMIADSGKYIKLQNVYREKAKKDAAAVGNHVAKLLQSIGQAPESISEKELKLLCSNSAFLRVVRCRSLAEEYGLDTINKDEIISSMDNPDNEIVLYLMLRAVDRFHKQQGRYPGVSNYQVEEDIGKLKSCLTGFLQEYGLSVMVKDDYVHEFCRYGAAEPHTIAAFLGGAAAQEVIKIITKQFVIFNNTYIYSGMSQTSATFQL
Rin1-Abl PPI inh – blocks binding of human Rin1 to Abl; AID 588664; P00519+Q13671; TR-FRET Rin1/Abl binding, biochemical; 360,000 compounds, 0.4% hits; inhibition, % at 7.35 µM; in the data active = inhibition above about 5%, passing the limit was not always enough
bovine MsrA act – bovine methionine sulfoxide reductase A activation | purified bovine MsrA, absorbance read-out | activation, % at 10.6 µM | 360,000 compounds, 0.3% hits; in the data active = activation above about 7.5%;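 also: 0% = vehicle and 100% = reference activator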
NRP1-CendR mod – modulators of CendR peptide binding to human neuropilin-1 | AID 602438 | 360,000 compounds, 0.85% hits | FAM-RPARPAR peptide binding to NRP-1, fluorescence polarization | inhibition, % at 25 µM;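 active = inhibition or corrected inhibition above about 18%, plus a signal ratio from 0.5 to 1.5, limit read from the data, passing the limit was not always enough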; also: strong numbers were not always called active
E coli Lon inh – inhibitors of E. coli Lon protease | P0A9M0 | purified E. coli Lon protease, fluorescence polarization | inhibition, % at 7.94 µM | 360,000 compounds, 0.42% hits | AID 602123; in the data active = inhibition above about 13%, passing the limit was not always enough;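 also: 0% = enzyme with probe and DMSO and 100% = no enzyme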
An asterisk follows results filed as active; i = inactive; . = no result given.

SMILES	SKN-1 inh	MT1-MMP act inh	MLLE-PAM2 inh	FAS-TE inh	Neddyl block	Rin1-Abl PPI inh	bovine MsrA act	NRP1-CendR mod	E coli Lon inh
NC(=O)C[C@H]1NC(=O)[C@H](CCC(=O)O)NC(=O)c2cc([N+](=O)[O-])cc(I)c2NCCC[C@@H](C(N)=O)NC1=O	13	1	9	-9	i	1	-3	-31	3
CCn1c(C)cc(/C=C2/SC(=O)N(CC(=O)N3CCCC3)C2=O)c1C	6	4	10	0	i	-1	-3	-2	7
COc1ccc(CCNC(=O)c2cc(C3CC3)nc3c2cnn3C(C)C)cc1	11	2	-9	18	i	1	0	-9	-6
S=c1[nH]nc(Cn2c(-c3ccccn3)nc3ccccc32)n1-c1ccc2c(c1)OCCO2	12	7	-14	-2	i	3	0	-8	9
Cc1ccc(NC(=S)NC(=O)c2cncc(Br)c2)c(C)c1	4	-6	35	4	i	-2	-3	-4	-10
CCOc1ccc(NC(=S)Nc2ccc(OCC)cc2)cc1	4	0	-5	-2	i	2	-10	-11	2
O=C(CN1CCN(S(=O)(=O)c2ccc(F)cc2)CC1)Nc1ccccc1C(=O)NC1CC1	0	0	6	1	i	0	-3	26*	-8
CC1(c2ccc3c(c2)OCO3)NC(=O)N(CC(=O)Nc2ccccc2[N+](=O)[O-])C1=O (configuration not stated)	0	5	-6	2	i	-4	-2	0	-3
CNC(=O)c1ccc(OCc2ccccc2)c(OC)c1	-28	-1	3	-5	i	2	-6	13	-3
COc1ccc2nc(SCC(=O)Nc3ccc4c(c3)OCCO4)[nH]c2c1	3	3	-80	4	i	-1	-2	4	11
CCOC(=O)c1c(NCCN(C)C)c2ccccc2[nH]c1=O	9	-2	2	-9	i	-2	-4	-8	8
CC(=O)O[C@H]1C(=O)[C@@]2(C)[C@H]([C@H](OC(=O)c3ccccc3)[C@]3(O)C[C@H](OC(=O)[C@H](O)C(NC(=O)c4ccccc4)c4ccccc4)C(C)=C1C3(C)C)[C@]1(OC(C)=O)CO[C@@H]1C[C@@H]2O (some centres not stated)	6	-9	17	12	i	0	-1	-3	-1
O=C(Nc1nnc(S(=O)(=O)N2CCCCCC2)s1)c1ccc(Cl)cc1	-1	6	-37	3	i	-1	-13	-10	0
CC(C)[C@H](NC(=O)N1c2ccccc2NC(=O)[C@@H]1C(C)C)C(=O)N1CCC[C@H]1C(=O)O	3	9	-6	-3	i	-1	-1	1	-9
Cc1cc2nc(CS)[nH]c2cc1C	17	3	-39	-23	i	1	-1	-69	-9
CCCCOC(=O)Nc1nnc(Cc2ccc(Cl)cc2)s1	2	-2	-3	-2	i	1	-4	-16	-5
CC(C)C(NC(=O)c1ccc2c(c1)OCCO2)c1nc2ccccc2[nH]1 (configuration not stated)	7	-28	8	0	i	1	-3	6	-7
O=C(NCCNC(=O)c1ccc(Cl)cc1Cl)c1cnccn1	5	-1	15	-5	i	1	1	3	-6
CC(=O)c1sc(NCc2ccccc2)nc1C	13	-4	9	-1	i	-2	-6	13	1
CNC(=O)NC(=O)CSc1ccc(NC(C)=O)cc1	13	1	14	-7	i	1	-1	4	-4
CN1OC[C@@H]2CN(C(=O)CCc3ccccc3)[C@H](c3cccc(N4CCOCC4)c3)C[C@@H]21	8	2	-12	-6	i	-5	-4	-4	5
Cc1cnc(C(=O)OCC(=O)N2c3ccccc3NC(=O)C2(C)C)cn1	1	0	4	-8	i	1	-3	-1	2
CC(=O)c1ccc(N2CCN(CC3CCCCC3)CC2)cc1	-7	5	9	-3	i	-1	-5	4	5
Cc1ccc(N2CC(C(=O)Nc3ccccc3OC(F)F)CC2=O)cc1 (configuration not stated)	0	1	3	-6	i	-1	-3	8	-3
COC(=O)c1ccccc1NC(=S)N1CCN(c2ccccc2)CC1	14	5	-14	6	i	3	-2	4	-4
Cc1ccc(CCN2CC(C(=O)NCCN(C)C)CC2=O)cc1 (configuration not stated)	2	1	3	-1	i	-4	-3	11	7
Cc1ccc(-c2noc(C3CCCN(C(=O)c4cccc([N+](=O)[O-])c4)C3)n2)o1 (configuration not stated)	3	1	-9	2	i	-1	0	9	3
NC(CC(=O)OC1CCCCC1)C(=O)OC1CCCCC1 (configuration not stated)	-18	1	11	-4	i	1	1	-2	0
CC1(C(=O)NS(=O)(=O)c2cccc(Cl)c2)CCN1C(=O)Cc1cccs1 (configuration not stated)	22	0	9	-9	i	1	6	1	-4
COc1cc(-c2c(-c3ccc4c(c3)OCO4)noc2-c2ccsc2)ccc1F	-14	-7	-2	24	i	-2	-3	6	-11
COc1ccc(CCC(=O)NNC(=O)Nc2ccc(OC)c(OC)c2)cc1	-1	2	9	-5	i	0	-4	2	-5
COc1ccc(-n2nc(C(=O)NCC(=O)Nc3cc(Cl)c(OC)cc3OC)c3ccccc3c2=O)cc1	-1	7	-10	37	i	0	0	-10	7
C=CCn1c(-c2cccc(S(=O)(=O)N(CC)CC)c2)n[nH]c1=S	-4	3	-20	-9	i	-2	-1	10	4
CCN(C(=O)CSc1nnc2nc(C)cc(C)n12)c1ccccc1	-8	-1	7	-7	i	-2	-10	0	8
COc1ccc2[nH]c3c(c2c1)CCN1C(=O)N([C@@H](C)C(=O)NC2CC2)C(=O)[C@]31C	22	1	-5	-5	i	-6	-2	-16	1
Cc1csc(NC(=O)c2cc[n+]([O-])cc2)n1	-4	-3	-5	-5	i	4	-3	16	-2
CC1(C)N=C(N)N=C(N)N1c1ccc(CCCCc2ccccc2)cc1	-12	7	0	-8	i	-1	0	2	-12
CCCCC(=O)Nc1ccc(NC(=O)c2ccco2)cn1	4	-4	9	-7	i	-3	-3	11	-6
C[C@H](CO)N1C[C@H](C)[C@@H](CN(C)Cc2cccc(C(F)(F)F)c2)OCc2cnnn2CCCC1=O	3	-5	-4	-6	i	3	1	-3	-4
CCOC(=O)c1ccccc1NC(=O)COC(=O)CSc1ccccc1	-11	2	2	-3	i	1	-5	10	3

Record cards, as listed above:
Shown for CCCCC(=O)Nc1ccc(NC(=O)c2ccco2)cn1 : SKN-1 inh: 4; MT1-MMP act inh: -4; MLLE-PAM2 inh: 9; FAS-TE inh: -7; Neddyl block: i; Rin1-Abl PPI inh: -3; bovine MsrA act: -3; NRP1-CendR mod: 11; E coli Lon inh: -6
Shown for NC(CC(=O)OC1CCCCC1)C(=O)OC1CCCCC1 (configuration not stated) : SKN-1 inh: -18; MT1-MMP act inh: 1; MLLE-PAM2 inh: 11; FAS-TE inh: -4; Neddyl block: i; Rin1-Abl PPI inh: 1; bovine MsrA act: 1; NRP1-CendR mod: -2; E coli Lon inh: 0

(cont.)
SMILES	SKN-1 inh	MT1-MMP act inh	MLLE-PAM2 inh	FAS-TE inh	Neddyl block	Rin1-Abl PPI inh	bovine MsrA act	NRP1-CendR mod	E coli Lon inh
COc1c(Cl)cccc1-c1cn2ccccc2n1	14	4	15	2	i	2	1	-5	4
CCOC(=O)N1CCN(CC(=O)c2ccc(O)c(C)c2O)CC1	6	0	14	-5	i	-1	-3	10	3
O=S(=O)(c1ccc(F)cc1)c1nc(-c2ccco2)oc1Nc1ccc(F)cc1	3	-4	-5	43	.	4	-2	8	-3
CCCCn1nnnc1C(c1ccccc1OC(F)(F)F)N1CCN(C/C=C/c2ccccc2)CC1 (configuration not stated)	11	-16	17	27	i	-1	-2	7	-17
O=C1CCC(C(=O)N2CCCCO2)CN1CCc1ccccc1 (configuration not stated)	3	0	-13	-8	i	3	-1	3	-4
CC(C)(C)CN1C(=O)C(=O)NC[C@@H]1Cc1ccc(O)cc1	-19	0	-17	-5	i	1	-1	6	7
O=C(CC(=O)NCc1ccccc1)NCc1ccccc1	7	2	1	-4	i	2	-4	-1	4
CN(C)c1cccc(C(=O)OCCNC(=O)c2cccc(S(=O)(=O)N3CCOCC3)c2)c1	-5	-2	11	1	i	-1	-3	-10	-2
CN(c1ccc(C(=O)Nc2ccccc2C(=O)N2CCOCC2)cc1)S(C)(=O)=O	-7	-8	-12	-4	i	-3	-4	-1	-7
CC(NS(=O)(=O)c1ccccc1)C(=O)NC1CCCC1 (configuration not stated)	-7	1	5	-5	i	-3	-1	0	-8
O=C(N/C=N/O)C(c1ccccc1)c1ncc(C(F)(F)F)cc1Cl (configuration not stated)	14	-4	12	-6	i	4	-1	0	-1
Cn1c(NC(=O)C2c3ccccc3Oc3ccccc32)cc(=O)n(C)c1=O	1	-3	0	7	i	1	-7	24	2
Cc1cc(Nc2cccc(C(=O)O)c2)n2ncnc2n1	2	-3	-1	-5	i	-2	-5	5	-2
CNC(=S)N(Cc1ccc(Cl)cc1)Cc1cccs1	-4	-4	-142	24	i	-2	-5	-8	10
c1ccc(SCc2nc3ccccc3[nH]2)nc1	7	-3	3	-6	i	-4	0	3	0
CCC(C)(C)n1nnnc1C(c1ccc(N(C)C)cc1)N1CCN(C2CCCCC2)CC1 (configuration not stated)	-1	2	4	-6	i	2	-5	8	-6
O=S(=O)(/N=C(/Nc1nc2ccccc2s1)c1ccccc1)c1ccc(F)cc1	16	-3	0	-1	i	3	-3	2	-10
CCn1c(CCNC(=O)c2ccc(C)cc2)nnc1SCc1ccc(Cl)c(Cl)c1	-11	-5	-9	11	i	-2	-2	9	1
COc1cccc(C(=O)N2CCCN(C)CC2)c1OC	-2	-3	-2	-1	i	1	-6	-2	5
Cc1ccc(C2(C)NC(=O)N(CC(=O)N3c4ccccc4NC(=O)CC3C)C2=O)cc1 (configuration not stated)	10	1	-22	-5	i	1	-1	-9	6
CCNC(=O)CC1C(=O)N(c2ccc(OC)cc2)C(=O)N1Cc1ccc(OC)cc1 (configuration not stated)	-7	0	-10	-13	i	-3	-2	1	-10
Cc1nnc(OCc2nc3ccccc3n2C)c2ccccc12	-16	0	2	1	i	4	-11	10	-11
Cc1cc(N2CCOCC2)cc(C)[n+]1[O-]	-14	6	5	-9	i	-2	-9	4	0
CC1=NN(C(N)=S)C(=O)C1N=Nc1cccc([N+](=O)[O-])c1 (configuration not stated)	-10	5	32	-13	i	3	-3	1	-5
O=c1n(Cc2ccccc2)nc2n1-c1ccccc1SC2	8	2	15	10	i	3	-2	-6	2
O=C(CN1CCN(Cc2ccccc2)CC1)Nc1cccc(Br)c1	10	1	2	4	i	-2	0	-1	-1
N#CNC1=NCN(CCc2ccccc2)CN1	11	1	4	-8	i	-2	-1	8	-3
CCC(C)(NC(=O)c1ccc2c(c1)OCO2)C(=O)NC1CCCCC1 (configuration not stated)	0	0	-5	-6	i	1	-1	13	4
COc1ccc(C2SCCN2C(=S)Nc2cccc(Cl)c2)cc1 (configuration not stated)	5	-2	-73	37	i	1	-4	3	-4
CC(NC(=O)C1CCN(S(=O)(=O)c2ccc(Br)s2)CC1)c1ccccc1 (configuration not stated)	-12	-6	-6	13	i	-2	-3	3	0
COc1cccc(S(=O)(=O)NCc2ccc(C(=O)Nc3ccc(Cl)cc3)cc2)c1	-9	-6	10	-2	i	4	5	-8	1
O=c1oc2ccccc2n1Cc1ccccc1F	0	-4	-1	-7	i	-1	-6	-16	-13
CCCN1CCN(CCCNC(=O)CCNC(=O)Cn2ccc3ccccc3c2=O)CC1	-9	2	-18	-7	i	2	-11	0	-13
O=c1c2ccccc2nc2n1CCCS2	12	2	24	-6	i	0	-1	-3	-6
O=C(c1ccc(Cl)cc1)N1CCC(C(=O)N2CCN(c3ncccn3)CC2)CC1	-7	0	-49	-5	i	2	-3	-4	-2
CCOC(=O)c1c(NC(=O)CSc2n[nH]c(-c3ccco3)n2)sc(C)c1C	-3	-6	12	-12	i	3	0	-21	-11
Cc1ccc(/C=C2/SC(=O)N(CC(=O)N3CCOCC3)C2=O)s1	6	-7	-29	-40	i	-3	-5	-29	-11
O=C(N/N=C/c1ccsc1)c1ccccn1	6	5	1	-8	i	-2	-8	6	7

Screens deposited in PubChem by several laboratories.
